LDHA inh = LDHA (human) enzyme inhibition; P00338; purified LDHA, NADH/diaphorase-resazurin fluorescence; hits give low values; activity change, % (values are at about 110 or 230 µM); 480,000 tested, 0.15% active; AID 1347041; in the data active means activity change below about -30%; inconclusive means mostly about -25% to -30%;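 further: plate controls were DMSO wells for no effect and wells without enzyme for full effect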
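Human LDH5 (2 nM) was incubated with 0.06 mM NADH and 0.2 mM pyruvate for 5 min at room temperature in Tris pH 7.4. Remaining NADH was coupled through diaphorase/resazurin, and resorufin fluorescence was read at 0 and 20 min.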
Vif-A3G inh = blocks the Vif interaction with human APOBEC3G. HeLa A3G-eYFP + Vif (tagged APOBEC3G with the HIV-1 protein that degrades it), YFP fluorescence, overnight. Potency, µM (titrated, usually from 46.1 µM), for the others: at the top dose activity, negative = active, usual class: inhibitors. 410,000 tested, 0.076% active. AID 602310;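 further: potency means the concentration at half of the fitted maximal effect; on the % scale 0 is the no-effect control and ±100 the full control effect; nearly all actives have a fitted effect of over 60% in size; hits raise eYFP signal because A3G escapes Vif-driven loss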
Target sequence (Q9HC16 whole entry, looked up): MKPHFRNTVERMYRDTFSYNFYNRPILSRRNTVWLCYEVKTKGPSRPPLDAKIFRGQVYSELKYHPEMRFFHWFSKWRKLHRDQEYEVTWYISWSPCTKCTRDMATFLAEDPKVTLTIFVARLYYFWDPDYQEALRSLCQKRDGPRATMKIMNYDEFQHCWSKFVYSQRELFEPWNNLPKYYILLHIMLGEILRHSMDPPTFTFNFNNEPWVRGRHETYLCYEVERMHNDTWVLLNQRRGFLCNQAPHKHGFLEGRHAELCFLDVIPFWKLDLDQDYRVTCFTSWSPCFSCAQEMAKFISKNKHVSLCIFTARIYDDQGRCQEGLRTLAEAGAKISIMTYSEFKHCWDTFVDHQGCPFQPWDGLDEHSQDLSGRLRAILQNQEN
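Read-out is eYFP fluorescence (Ex 488/Em 500-530) from Vif-expressing HeLa A3G-eYFP cells; more signal means A3G escaped Vif-mediated degradation. Cells plated overnight, compound pinned in, incubated overnight at 37 deg C.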
Glioma ERSR ind = induces the endoplasmic reticulum stress response in human glioma cells; U87-MG GRP78 promoter luciferase reporter, 16 h; Potency, µM, for inactives: top-dose activation, actives largely listed as activators; 420,000 tested, 0.02% active; AID 602332; further: potency means the concentration at half of the fitted maximal effect; series mostly up to about 76 µM; % of control where 0% means no effect; nearly all actives have a fitted effect of over 35% in size
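ERSR induction read as luciferase luminescence (Bright-Glo, 10 min at room temperature) in stably transfected human U87-MG glioma cells exposed to compounds for 16 h, using GRP78 as sensor.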
ALOX12 inh = ALOX12 (human) lipoxygenase inhibition. 580,000 tested, 1.1% active. purified 12hLO, xylenol orange hydroperoxide absorbance. AID 1671190. Potency, µM (series often up to 108 µM), without a hit: top-dose activity change, negative = inhibition, actives largely listed as inhibitors; further: potency means the concentration at half of the fitted maximal effect; on the % scale 0 is the no-effect control and ±100 the full control effect
Target sequence (P18054 whole entry, looked up): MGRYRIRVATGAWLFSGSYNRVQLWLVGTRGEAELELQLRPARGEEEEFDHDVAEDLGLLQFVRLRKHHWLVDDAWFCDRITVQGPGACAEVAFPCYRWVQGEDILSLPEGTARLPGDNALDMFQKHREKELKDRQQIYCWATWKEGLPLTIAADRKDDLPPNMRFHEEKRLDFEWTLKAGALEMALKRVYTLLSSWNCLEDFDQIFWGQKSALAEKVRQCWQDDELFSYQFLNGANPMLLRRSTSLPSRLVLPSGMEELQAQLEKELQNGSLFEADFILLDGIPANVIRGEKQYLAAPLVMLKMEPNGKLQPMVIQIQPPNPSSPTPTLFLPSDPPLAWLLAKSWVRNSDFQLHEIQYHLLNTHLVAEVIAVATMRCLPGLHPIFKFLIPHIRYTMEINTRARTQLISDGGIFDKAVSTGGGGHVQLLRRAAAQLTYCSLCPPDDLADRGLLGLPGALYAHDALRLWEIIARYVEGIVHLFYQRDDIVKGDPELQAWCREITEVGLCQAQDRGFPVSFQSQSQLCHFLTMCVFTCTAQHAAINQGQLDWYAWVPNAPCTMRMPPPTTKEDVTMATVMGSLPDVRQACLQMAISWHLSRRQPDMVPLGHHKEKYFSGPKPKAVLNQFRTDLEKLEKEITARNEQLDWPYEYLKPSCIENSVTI
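Purified human 12hLO (150 nM final) in 25 mM Hepes, 0.01% Triton X-100, pH 7.0 was preincubated 15 min at room temperature with compound. Then 40 uM arachidonic acid was added, 30 min. Hydroperoxide was read by Fe-XO absorbance ratio 573/405 nm.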
An asterisk follows results filed as active; ? = inconclusive; . = no result given; & = joins results of further samples; [ ] = remark or other dose. Unless noted, the call rests on the fitted dose curve; in most records, active means well fitted curve in the direction sought with a large enough effect; inconclusive means small, poorly fitted or top-dose-only effect, or another doubt; inactive means no such curve, though single readings can be large; an effect the other way counts as inactive or inconclusive. These rows are one share of the data (hit frequency here may not be typical).

SMILES	LDHA inh	Vif-A3G inh	Glioma ERSR ind	ALOX12 inh
Cc1ccccc1C1(CC(=O)N2CC3CC4CC(C3)CC2C4)CC(=O)N(Cc2cccnc2)C1=O (stereo unspecified)	.	.	-3%	17%
COC(=O)[C@@H]1CC2=CC(=O)CC[C@]2(C)[C@@]23O[C@@H]2C[C@@]2(C)[C@@H](CC[C@@]24CCC(=O)O4)[C@H]13	.	.	-6%	-9%[22.9 µM]
O=C(c1csnn1)N1CCC2(CCCN(c3ccccn3)C2)CC1	.	.	-3%	11%[57.4 µM]
CCC1(C2CCN(Cc3ccccn3)CC2)NC(=O)N(CC2COc3ccccc3O2)C1=O (stereo unspecified)	.	.	-1%	12%
OC(c1cccnc1)c1ccc2c(c1)CN(Cc1cn(-c3ccccc3)nc1-c1ccccc1)CCO2 (stereo unspecified)	.	.	-3%	15%
Cc1noc(C)c1-c1cncnc1NC1CC1	.	.	0%	?
CN(C)c1ncnc2ccc(-c3cccnc3)cc12	.	.	1%	?
COc1cc(=O)n2c(c1C(=O)NC(C)c1ccco1)CCN(C(=O)c1cn3ccc(C)cc3n1)CC2 (stereo unspecified)	.	.	-2%	12%
CC(=O)N1CCN(C(=O)c2sc3ncnc(NCC4CCCO4)c3c2C)CC1 (stereo unspecified)	.	.	-2%	13%
Cc1cccc2cc(CN(C(=O)c3ccc(N4CCCCC4)cc3)C3CC3)c(N3CCC(O)CC3)nc12	.	.	0%	17%
COCCNC(=O)COc1ccc(OCCNC[C@H](O)COc2ccccc2)cc1	.	.	-3%	0%
COc1ccc(NC(=O)N2CC[C@@]3(CCCN(C(=O)c4ccncc4)C3)C2)cc1	.	.	-2%	-3%[57.4 µM]
COc1ccc(OC)c(-c2cc(Cl)c3c(c2)CC(CNC(=O)/C=C/c2ccccn2)O3)c1 (stereo unspecified)	.	.	1%	?
CC(C)CC(NC(=O)NC(CCC(=O)O)C(=O)O)C(=O)O (stereo unspecified)	.	.	-2%	0%
CN(C)Cc1ccccc1-c1nccc(N(C)Cc2ccco2)n1	.	.	-6%	-3%
COc1ccc(C(=O)N2CCC3(CC2)CCN(c2ccncc2)CC3)cc1	.	.	-3%	5%[57.4 µM]
Cc1c(C(=O)NCCc2ccccn2)cnn1-c1nccc(-c2cccs2)n1	.	.	2%	11%
COc1cccc(-n2c(SC)nnc2C2CCN(Cc3cccc(OC)c3O)CC2)c1	.	.	-5%	?
Cc1c(C(=O)N2CCCCC2c2cccnc2)sc2ncnc(NCc3cccs3)c12 (stereo unspecified)	.	.	-5%	7%
CC(C)c1c(C(=O)N2CCN(CCO)CC2)cnn1-c1nccc(-c2cccs2)n1	.	.	-5%	-13%
COc1cc(CN2CCCC(n3cc(C(=O)N4CCCCC4)nn3)C2)cc2c1OCO2 (stereo unspecified)	.	.	-4%	21%
CCC(C=C[C@@H]1OC(=O)C=C[C@H]1C)=C[C@H](C)CC=CC(C)=C[C@@H](C)C(=O)[C@@H](C)[C@H](O)[C@@H](C)CC(C)=CC(=O)O	.	.	-9%	?
Cc1cc2c(c(-c3cnccn3)c1)OC(CNC(=O)c1cc(C(C)C)[nH]n1)C2 (stereo unspecified)	.	.	-4%	10%
COc1ccccc1CNc1ncncc1-c1cccc(C#N)c1	.	.	0%	?
CCCCCN(CCCCC)c1ccc(/C=C/c2ccnc3ccccc23)cc1	3	?	-4%	.
CN[C@H](C)CCC=C(C)C	-5	1%	-5%&-3%	.
Cc1nc(Sc2nnnn2C2CC2)c2c(-c3ccccc3)csc2n1	5	1%	-1%	.
CCC1Nc2ncnc(N3CCc4ccccc4C3)c2N(Cc2ccc(Br)cc2)C1=O (stereo unspecified)	-6	-14%	1%	.
CN(C)c1ccc(/C=C/c2cc[n+]([O-])c3ccccc23)cc1	0	2%	-3%	.
CCc1ccc(NC(=O)CSc2nnc(-c3ccc(N)cc3)n2C)cc1	0	4%	1%	.
CN(C)c1ccc(/C=C2\C=Cc3ccccc32)cc1F	3	-1%	-3%	.
CN(C)/[N+]([O-])=N/Oc1ccc([N+](=O)[O-])cn1	4	3%	-1%	.
O=C(C[n+]1cccc(Br)c1)c1cc(Cl)ccc1Cl	4	-5%	-4%	.
c1ccc2nccnc2c1	10	-24%	-10%	.
CS(=O)(=O)c1ccc(NC(=O)COc2ccccc2C(=O)Nc2ccccc2)cc1	-2	-7%	0%	.
Cc1ccccc1-n1c(C)nnc1SC(C)C(=O)NCc1ccco1 (stereo unspecified)	-1	2%	-3%	.
CCCCCCNc1ccc(/C=C/c2ccnc3ccccc23)cc1	-4	?	-2%	.
O=C(Nc1ccc(Br)cn1)c1cnn2c1NC(=C1CC1)C=C2C(F)F	1	0%	-4%	.
Cc1ccc(NC(=O)c2cnn3c2NC(=C2CC2)C=C3C(F)F)cc1C	-2	1%	-4%	.
O=S(=O)(O)c1ccc2c(N=Nc3ccc(S(=O)(=O)O)c4ccccc34)c(O)c(S(=O)(=O)O)cc2c1	11	5%	-7%&-6%	.

Retrieved by compound from the entries so far:
SMILES	LDHA inh	Vif-A3G inh	Glioma ERSR ind	ALOX12 inh
COCCNC(=O)COc1ccc(OCCNC[C@H](O)COc2ccccc2)cc1	.	.	-3%	0%
COc1ccc(OC)c(-c2cc(Cl)c3c(c2)CC(CNC(=O)/C=C/c2ccccn2)O3)c1 (stereo unspecified)	.	.	1%	?
OC(c1cccnc1)c1ccc2c(c1)CN(Cc1cn(-c3ccccc3)nc1-c1ccccc1)CCO2 (stereo unspecified)	.	.	-3%	15%
CCC(C=C[C@@H]1OC(=O)C=C[C@H]1C)=C[C@H](C)CC=CC(C)=C[C@@H](C)C(=O)[C@@H](C)[C@H](O)[C@@H](C)CC(C)=CC(=O)O	.	.	-9%	?

The main list resumes, starting 4 compounds before the break.
SMILES	LDHA inh	Vif-A3G inh	Glioma ERSR ind	ALOX12 inh
CCCCCCNc1ccc(/C=C/c2ccnc3ccccc23)cc1	-4	?	-2%	.
O=C(Nc1ccc(Br)cn1)c1cnn2c1NC(=C1CC1)C=C2C(F)F	1	0%	-4%	.
Cc1ccc(NC(=O)c2cnn3c2NC(=C2CC2)C=C3C(F)F)cc1C	-2	1%	-4%	.
O=S(=O)(O)c1ccc2c(N=Nc3ccc(S(=O)(=O)O)c4ccccc34)c(O)c(S(=O)(=O)O)cc2c1	11	5%	-7%&-6%	.
Cc1c(/C=C/c2ccnc3ccccc23)ccc(N(C)C)c1C	3	-24%	0%	.
CCCC(=O)N1CCC1(C)C(=O)Nc1scc(C)c1C#N (stereo unspecified)	-8	-3%	-4%	.
COc1cc2c(NC3CCN(C)CC3)nc(N3CCCN(C)CC3)nc2cc1OCCCN1CCOCC1	4	1%	-5%	.
CC(Sc1nnc(-c2ccccc2)n1C)C(=O)NCc1ccco1 (stereo unspecified)	1	2%	-5%	.
CN(C)c1ccc(/C=C2\c3ccccc3-c3ccc(N(C)C)cc32)cc1	-1	-5%	-4%	.
O=C(Cc1ccc(OCc2ccccn2)cc1)NO	-7	?	4%	.
C(=Nc1ccc(/C=C/c2ccnc3ccccc23)cc1)c1cc2c3c(c1)CCCN3CCC2	8	2%	-3%	.
CC(C)(C)c1ccc(C(=O)C[n+]2cccc3cc(Cl)ccc32)cc1	-1	?	-9%	.
CC(=O)Nc1ccc(/C=C2\C=Cc3ccccc32)cc1	3	-5%	-1%	.
Nc1[nH]c(=S)nc2nnsc12	-3	-9%	-1%	.
CCCNc1nc(Nc2ccc([N+](=O)[O-])cc2)nc(N2CCOCC2)n1	5	1%	-4%	.
CC(C)C(=O)Nc1ccc(/C=C2\C=Cc3ccccc32)cc1	2	5%	3%	.
CCCS(=O)(=O)NC(=O)C1(C)CCN(C(=O)/C=C/c2ccccc2)C1 (stereo unspecified)	-1	-2%	1%	.
Clc1cccc(CNc2ncnc3nc[nH]c23)c1	-1	-4%	1%	.
CCCCCCCCCCN(CCCCCCCCCC)c1ccccc1	-12	0%	-3%	.
CSc1ccc(/C=C2\C=Cc3ccccc32)cc1	-5	2%	3%	.
Clc1ccc2c(ccc[n+]2CCc2ccccc2)c1	4	2%	-4%	.
Nc1[nH]c(=S)[nH]c(=O)c1N=O	4	3%	-3%	.
CCOC(=O)c1csc(-c2ccc(COC(=O)c3ccccc3)o2)n1	0	-1%	-3%	.
CN1CC[C@H](CN2c3ccccc3Sc3ccccc32)C1	3	2%	-3%&-5%	.

Three entries already listed, sorted by formula weight, ascending:
SMILES	LDHA inh	Vif-A3G inh	Glioma ERSR ind	ALOX12 inh
Nc1[nH]c(=S)[nH]c(=O)c1N=O	4	3%	-3%	.
CC(C)(C)c1ccc(C(=O)C[n+]2cccc3cc(Cl)ccc32)cc1	-1	?	-9%	.
CCCNc1nc(Nc2ccc([N+](=O)[O-])cc2)nc(N2CCOCC2)n1	5	1%	-4%	.

More compounds follow:
SMILES	LDHA inh	Vif-A3G inh	Glioma ERSR ind	ALOX12 inh
Cc1c(C=O)ccc(N(C)C)c1C	-2	-2%	-3%	.
Cc1csc(NCC(=O)c2c(C)[nH]c3ccccc23)n1	-8	-12%	2%	.
CCc1cnc2ccccc2c1/C=C/c1ccc(N(C)C)cc1	0	-11%	-2%	.
C=C1C=C(C)n2ncc(C(=O)N(CCc3ccccc3)Cc3ccccc3)c2N1	3	3%	0%	.
CN(C)c1c(Cl)cc(/C=C2\C=Cc3ccccc32)cc1Cl	-3	1%	0%	.
Cc1ccnc2ccc(F)cc12	-3	-2%	-1%	.
Cc1ccc2c(/C=C/c3ccc(N(C)C)cc3)c(C)cnc2c1	2	-16%	-3%	.
CCn1c(SCC(=O)NCc2ccco2)nnc1-c1ccc(N(C)C)cc1	-6	0%	-5%	.
C=Cc1ccc(CC2(C)C(=O)Nc3c(Cl)cccc32)cc1 (stereo unspecified)	3	0%	-1%	.
COC(=O)c1cc(=O)nc(NN=Cc2ccc(OC)cc2)s1	-2	-1%	1%	.
Brc1ccc[n+](CCc2ccccc2)c1	-23	2%	-1%	.
CN(C)CCCCCCNc1cc(N2CCN(C)CC2)ncn1	-3	0%	-2%	.
CC(=O)N/C(=C/c1ccccc1)c1sc2ccccc2[n+]1CCCCI	-12	-10%	0%	.
Cc1cc(/C=C2\C=Cc3ccccc32)ccc1N(C)C	5	-2%	-2%	.
Cn1cc(-c2coc3c(C(=O)NCc4cccs4)cccc23)cn1	1	-15%	2%	.
CCCCCc1cc[n+](CC(=O)c2ccccc2)cc1	-6	-1%	-1%	.
Cc1cc(C(Br)(Br)Br)nc2ccccc12	2	-17%	-11%	.
COc1ccc(CCC(=O)NO)cc1	-2	1%	0%	.
CCCS(=O)(=O)NC(=O)C1(C)CCN(C(=O)c2ccc(OC)c(F)c2)C1 (stereo unspecified)	-6	-4%	-3%	.
CC(C)c1ccc(NC(=O)c2ccc(-c3ccnn3C)c3ccoc23)cc1	-1	-4%	-1%	.
CN(C)CCNc1cc(N2CCN(C)CC2)ncn1	-4	1%	-3%	.
C=C1NN(CC#N)C(=O)N1c1ccc(OCc2ccccc2)cc1	-14	2%	0%	.
O=[N+]([O-])c1ccccc1/C=C/c1ccnc2ccccc12	-4	-1%	-2%	.
CN(C)c1ccc(C(I)C(I)c2ccnc3ccccc23)cc1 (stereo unspecified)	?	?	1%	.
Brc1cccc[n+]1Cc1ccc(C[n+]2ccccc2Br)cc1	2	4%	-1%	.
COc1cc(OC)c(OC)cc1/C=C1\C=Cc2ccccc21	4	-28%	0%	.
Clc1ccc2nc(-c3ccccc3)c(Cc3ccsc3)n2c1	-6	-10%	-1%	.
COc1ccc(/C=c2\[nH]c(=O)/c(=C/c3ccc(OC)c(OC)c3)[nH]c2=O)cc1OC	-15	5%	-5%	.
CN(C)c1ccc(/C=C/c2cccc3ccccc23)cc1	2	-21%	4%	.
COc1ccc(/C=C/c2ccc3ccccc3[n+]2C)c(OC)c1OC	-9	-5%	-4%	.
O=C(C[n+]1ccc(Cl)c2ccc(Cl)cc21)c1ccc(F)cc1	-2	2%	-3%	.
O=C(Nc1cc(Cl)cc(Cl)c1)c1cnn2c1NC(=C1CC1)C=C2C(F)F	1	4%	-4%	.
CCOc1ccc(/C=C/c2ccnc3ccccc23)cc1OCC	-2	-21%	-3%	.
CN(C)c1ccc(/C=C/c2ccnc3ccc(I)cc23)cc1	5	8.9µM*	-1%	.
CCCC(=O)N1CCC1(C)C(=O)Nc1ccc2scnc2c1 (stereo unspecified)	-3	1%	-3%	.
Cc1cnc2ccc(I)cc2c1/C=C/c1ccc(N(C)C)cc1	3	-28%	-5%	.
